Screening results: PubChem BioAssay, National Center for Advancing Translational Sciences (NCATS)
AT treatment: candidate therapy for ataxia-telangiectasia | […] A-T fibroblasts, KAP-1 phosphorylation AlphaLISA; neocarzinostatin DNA damage 30 min before lysis | Potency, µM (top dose mostly 57.5 µM), without a hit: at the highest dose activation, usual class: activators | hit rate 0.19% among 320,000; also: potency is read from the fitted curve at half-maximal effect; % of control where 0% means no effect; nearly all actives have a fitted effect of over 45% in size
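ATM-like activity read as KAP-1 phosphorylation via AlphaLISA donor/acceptor antibody pairs after lysis and 6 hr at 25C. Cells were ATM-null patient fibroblasts ([…], hTERT), dosed 60 min, then exposed to the DSB inducer NCS for 30 min.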
MLL CXXC-DNA inh: blocks binding of human MLL CXXC domain to DNA; Q03164; MLL-CXXC / FITC-HOXA9 DNA fluorescence polarization; Potency, µM (top dose mostly 115 µM), for the others: at the top dose activity change, negative = inhibition, actives largely listed as inhibitors; hit rate 0.037% among 290,000; active = well fitted inhibition curve with a large enough effect in the polarisation, with a control signal flat, not every such curve was filed as active; inconclusive = small, poorly fitted or top-dose-only effect, or effect the other way, or a change in a side signal; inactive = no such curve, though single readings can be large or run the other way; the % refers to the polarisation; also: potency is read from the fitted curve at half-maximal effect
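Fluorescence polarization: 7 uM MLL-CXXC (stock) preincubated 5 min with compounds, then 50 nM fluorescein-HOX-A9 DNA (stock) added; 30 min ambient. Buffer 50 mM Tris-HCl pH 7.5, 50 mM NaCl, 1 mM DTT, 0.05% BSA.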
BCR signal inh: inhibitors of chronic active B-cell receptor signaling; AID 493014; hit rate 0.05% among 340,000; Potency, µM (series often up to 46.1 µM), for the others: at the top dose ratio change, negative = lower green/red ratio, hits mostly inhibitors; ABC-DLBCL IkBa-CBG/CBR reporter, luminescence ratio, 4 h; active = well fitted inhibition curve with a large enough effect in the signal ratio, with a control signal flat, not every such curve was filed as active; inconclusive = small, poorly fitted or top-dose-only effect, or effect the other way, or a change in a side signal; the % refers to the signal ratio;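 also: potency is read from the fitted curve at half-maximal effect; plate controls were basal doxycycline-induced cells for no effect and cells given 10 µM MG132 for full effect; MG132 reads +100%, hits lower the ratio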
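TMD8 ABC-DLBCL cells carrying doxycycline-inducible green luciferase fused to IkappaBalpha plus unfused red luciferase were exposed to compounds (up to 46 uM) for 4 hrs at 37C. Activity came from the overlap-corrected green/red luminescence ratio.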
FBPA coupling cs: inhibits coupling enzyme system, counter-screen for aldolase hits; coupling enzyme system counterscreen, AmpLite Red fluorescence; activity change, negative = inhibition, % at 58.2 µM, hits read low; hit rate 0.67% among 290,000; AID 2472; in the data active = activity change below about -30%; also: % is scaled to controls: 0 for no effect and ±100 for the full control effect
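Fluorescence at 525 nm excitation and 598 nm emission measured inhibition of the coupled detection system without aldolase. Compounds (at 57.5 uM final) were preincubated 10 min at room temperature with coupling enzyme reagent before a 20 min substrate/AmpLite Red step.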
TSHR antagonist: human thyrotropin receptor antagonism; TSHR-expressing cells, TSH-stimulated cAMP HTRF, 2 h; active compounds read low; hit rate 0.2% among 330,000; activity change, negative = inhibition, % at 11.5 µM; P16473;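 active = activity change below a set negative limit, meaning inhibition stronger than a set level, cut at about -70% in these data; inconclusive = activity change between two set negative limits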; also: % is scaled to controls: 0 for no effect and ±100 for the full control effect
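TSHR-expressing cells were treated with compounds, then stimulated with TSH at EC80 (4nM final) for 2 hours at 37 deg C. Cellular cAMP was measured by HTRF competition between lysate cAMP and cAMP-d2 for a cryptate-labelled anti-cAMP antibody.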
Giardia killer: kills Giardia lamblia; Giardia lamblia trophozoite viability; activity change, % at 7.66 µM, hits read low; hit rate 0.15% among 340,000; in the data active = activity change below about -80%; inconclusive = between about -30% and that limit;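 also: parasites exposed to compound for two days anaerobically before the ATP read; % is scaled to controls: 0 for no effect and ±100 for the full control effect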
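Trophozoites 100 cells/well + cpd; 48 hrs, 37 deg C, anaerobic. ATPLite 1-Step added, 15-30 min RT, luminescence read (ATP-based viability).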
GALK inhibitor: blocks human galactokinase activity; Potency, µM (titrated, usually from 57.5 µM), without a hit: top-dose activity change, negative = inhibition, hits mostly inhibitors; hit rate 0.007% among 270,000; Purified GALK, Kinase-Glo residual ATP luminescence; P51570; also: potency is read from the fitted curve at half-maximal effect; % is scaled to controls: 0 for no effect and ±100 for the full control effect
Target sequence (P51570 whole entry, looked up): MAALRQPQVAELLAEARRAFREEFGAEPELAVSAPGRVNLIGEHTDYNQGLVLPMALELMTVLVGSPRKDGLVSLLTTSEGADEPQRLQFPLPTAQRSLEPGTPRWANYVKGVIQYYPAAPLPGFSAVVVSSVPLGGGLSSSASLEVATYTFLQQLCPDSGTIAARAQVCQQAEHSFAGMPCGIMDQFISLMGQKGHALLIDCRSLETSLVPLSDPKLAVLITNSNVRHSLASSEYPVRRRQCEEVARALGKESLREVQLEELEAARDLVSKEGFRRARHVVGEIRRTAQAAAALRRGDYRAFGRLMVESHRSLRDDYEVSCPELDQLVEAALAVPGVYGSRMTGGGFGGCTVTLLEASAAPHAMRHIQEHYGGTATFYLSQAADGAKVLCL
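GALK at 5 nM final was combined with compound, 35 uM ATP and 100 uM galactose in HEPES pH8.0 with MgCl2 and DTT. The reaction ran one hour at room temperature before luminescent ATP detection.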
KCNH2 WT inh: inhibitors of human wildtype KCNH2 potassium channel | AID 720551 | activity change, % at 1.84 µM | Q12809 | U2OS, BacMam KCNH2, thallium flux FluxOr; active compounds read low | hit rate 0.37% among 340,000;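 active = maximum activity change below -70%; inconclusive = maximum activity change between -70% and -50%; inactive = maximum activity change above -50%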; also: % is scaled to controls: 0 for no effect and ±100 for the full control effect
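U2OS cells transduced with wild-type KCNH2 virus are loaded with FluxOr dye for 45 min, and thallium flux is measured in kinetic reads before and after stimulation buffer. Rate constants are normalized to DMSO controls.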
Tb PFK inh: blocks T. brucei phosphofructokinase. O15648. T. brucei PFK, ADP-Glo luminescence. Potency, µM (doses to about 57.5 µM), for inactives: at the highest dose activity, negative = inhibition, most hits filed as inhibitors. hit rate 0.17% among 330,000. AID 485367;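 also: potency is read from the fitted curve at half-maximal effect; 0% = uninhibited 1x PFK enzyme wells and -100% = no-enzyme wells; nearly all actives have a fitted effect of over 60% in size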
Target sequence (O15648 whole entry, looked up): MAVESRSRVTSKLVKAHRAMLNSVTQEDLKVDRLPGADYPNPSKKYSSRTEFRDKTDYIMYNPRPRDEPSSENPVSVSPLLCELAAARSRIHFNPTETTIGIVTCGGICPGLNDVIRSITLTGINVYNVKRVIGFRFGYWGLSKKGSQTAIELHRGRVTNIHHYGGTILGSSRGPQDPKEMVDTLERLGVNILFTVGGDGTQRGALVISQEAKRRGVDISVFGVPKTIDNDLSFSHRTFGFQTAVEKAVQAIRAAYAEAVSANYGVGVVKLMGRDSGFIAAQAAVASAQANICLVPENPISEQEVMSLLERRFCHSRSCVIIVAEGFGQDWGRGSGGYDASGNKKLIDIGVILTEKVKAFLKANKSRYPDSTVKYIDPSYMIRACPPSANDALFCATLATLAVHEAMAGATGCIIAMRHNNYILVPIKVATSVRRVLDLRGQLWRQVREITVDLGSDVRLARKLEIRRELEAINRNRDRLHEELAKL
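Compounds were pin-transferred as a titration series up to 57 uM into substrate buffer (0.5 mM F6P, 0.1 mM ATP, pH 8.0), then 1.25 nM PFK was added and reactions ran 45 min before ADP-Glo detection.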
TCR act: activates T cell receptor signaling; primary human leukocytes, anti-CD3, IL-2 HTRF, 48 h; Potency, µM (series often up to 9.22 µM), inactives show at the top dose activation of IL-2 secretion, most hits filed as activators; 330,000 tested, under 10 active; AID 504894; also: % of control where 0% means no effect
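Compounds are tested in HTS on primary human leukocytes co-incubated with a-CD3 beads for 48 hr. IL-2 output is measured by time-resolved FRET.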
The depositor's hits bear a star; ? = inconclusive; nt = not tested or not shown; [ ] = remark or other dose. Unless noted, calls follow the shape of the dose curve; as a rule, active = well fitted curve in the direction sought with a large enough effect; inconclusive = small, poorly fitted or top-dose-only effect, or another doubt; inactive = no such curve, though single readings can be large; an effect the other way counts as inactive or inconclusive.

SMILES | AT treatment | MLL CXXC-DNA inh | BCR signal inh | FBPA coupling cs | TSHR antagonist | Giardia killer | GALK inhibitor | KCNH2 WT inh | Tb PFK inh | TCR act
O=C(CN1C(=O)CSc2ncccc21)NCCN1CCOCC1 | -2% | -14% | -21% | 0 | 4 | -17 | 2% | -3 | 1% | -9%
CCc1ccc2[nH]c(C(=O)Nc3ccc(C)c(F)c3)cc2c1 | -7% | -6% | 6% | 0 | 1 | 7 | 1% | 1 | -3% | -6%
Cc1ccc(S(=O)(=O)N2CCN(C)CC2)c(C)c1 | -1% | -4% | ? | -1 | 9 | -1 | -2% | -1 | 0% | 1%
CC(=O)Nc1nc(-c2ccc([N+](=O)[O-])cc2)cs1 | 4% | 8% | ? | 0 | -2 | -14 | 0% | nt | -1% | 0%
Cc1ccc(/C=C/C(=O)OCC(=O)NC(C)C)o1 | 5% | -3% | -4% | 2 | -2 | -25 | -2% | -13 | -13% | -3%
CCOc1ccc2[nH]cc(C(=O)NCc3ccc(F)cc3)c(=O)c2c1 | -16% | 4% | -12% | 0 | 3 | -8 | 0% | 0 | -5% | -3%
COc1ccccc1NC(=O)CN(Cc1ccco1)C(=O)c1ccc(N2CCCC2=O)cc1 | 38% | nt | ? | nt | 8 | -5 | nt | -2 | 0% | -1%
Cc1nn(C)c(C)c1NC(=O)CSc1nc(-c2ccccc2Cl)nc2c1cnn2-c1ccccc1 | 7% | 7% | ? | 3 | 17 | 24 | 0% | -26 | -3% | 4%
COc1ccccc1OCc1cc(C(=O)N2CCCC(OCc3cccnc3)C2)no1 (stereo not drawn) | 1% | 8% | 1% | 4 | -1 | 5 | -3% | -12 | 3% | -15%
CCOC(=O)C1CCCN(C(=O)c2cc(S(=O)(=O)N3CCCCC3)c[nH]2)C1 (stereo not drawn) | -6% | -4% | 5% | -1 | 18 | 35[activator] | nt | -4 | 4% | 8%
O=C(CN1CCN(CCN2C(=O)c3cccc4cccc(c34)C2=O)CC1)c1ccc(Cl)cc1 | 1% | 10% | -3% | 1 | -1 | nt | 0% | nt | 1% | 10%
COCCNC(=O)/C(C#N)=C/c1c(N2CC(C)OC(C)C2)nc2ccccn2c1=O (stereo not drawn) | -2% | 0% | 5% | 2 | 6 | -9 | 0% | -4 | -7% | -2%[46.1 µM]
CCOc1ccccc1NC(=O)CNC(=O)CNC(=O)Cc1ccccc1 | 12% | 1% | 0% | nt | 19 | 8 | -1% | 2 | 1% | 0%
CC(=O)c1ccc2c(c1)c1ccccc1n2CC(C)C | 18% | 2% | ? | -4 | 41 | -7 | 1% | 14 | -3% | 3%
COc1ccc(NC(=O)CCNC(C)=O)cc1NS(=O)(=O)c1ccc(F)cc1 | -4% | 3% | ? | -16 | 17 | 5 | -4% | -1 | 5% | -1%
COc1ccc(Cl)cc1NC(=S)NCCCN1CCCC1=O | 2% | 33%[activator] | 4% | 1 | 0 | 1 | -2% | 0 | -1% | 2%
O=S(=O)(NCc1ccccc1)c1ccc(Cl)cc1 | -2% | -1% | -4% | 3 | 0 | -14 | 2% | -4 | -2% | nt
COc1ccc(Cl)cc1NC(=O)CNc1ccccc1F | 0% | 12% | ? | 0 | 6 | 5 | 2% | -19 | 2% | -8%[46.1 µM]
Cc1nnc(NC(=O)CSc2nnc3ncccn23)s1 | 1% | 25% | 0% | 0 | 5 | 17 | -1% | -10 | -4% | 5%
O=C(Nc1ccccc1Cl)NC1(C(=O)N2CCCCC2)CCCCC1 | 1% | -8% | -2% | 0 | 14 | -5 | -3% | 2 | 1% | -7%[46.1 µM]
CC(C)CN(C(=O)c1cccc(S(=O)(=O)N2CCN(C)CC2)c1)C1CCS(=O)(=O)C1 (stereo not drawn) | 5% | nt | -1% | nt | 9 | -10 | nt | -3 | 7% | 8%
NC(=O)c1cc(Cl)ccc1OCC(=O)N1CCCc2ccccc21 | -3% | 3% | 1% | 1 | -4 | 17 | -1% | 13 | 3% | 0%
CCOCC(=O)Nc1ccc([N+](=O)[O-])cc1OC | 0% | ? | -1% | -16 | -9 | 0 | 13% | 3 | 0% | 2%
COc1ccc(C2C(C#N)=C(N)Oc3n[nH]c(C)c32)cc1Cn1cc([N+](=O)[O-])cn1 (stereo not drawn) | 3% | -10% | -18% | -1 | -10 | -3 | 0% | -2 | -26% | 0%
CC(C)Cn1c(N)cc(=O)n(C)c1=O | 1% | 1% | 0% | 0 | 1 | -14 | -1% | -10 | 0% | 1%
CC(C)(C)CC(=O)NC(=S)NCc1ccco1 | 4% | 0% | 4% | 1 | -4 | -16 | 1% | -23 | 0% | 6%
Cc1ccc(-n2nnnc2-c2cnoc2-c2cccc(F)c2)cc1 | -1% | 1% | -15% | -1 | -35 | 4 | -1% | 6 | -3% | 7%[46.1 µM]
NNC(=O)Cc1csc(-c2ccccc2)n1 | -2% | -2% | 13% | 3 | 2 | 2 | -1% | 1 | 1% | -1%
Cc1cc(C)n(CCN(C)Cc2nc(Cc3ccccc3F)no2)n1 | 2% | -6% | ? | 0 | 10 | 7 | 8% | -1 | -6% | -2%
Cc1cc(C)c(C#N)c(N2CCN(c3ccc(F)cc3)CC2)n1 | -1% | -5% | ? | 0 | -9 | 5 | -5% | 23 | -4% | 0%

Compounds from the list above that have a cyano group, in the order listed:
SMILES | AT treatment | MLL CXXC-DNA inh | BCR signal inh | FBPA coupling cs | TSHR antagonist | Giardia killer | GALK inhibitor | KCNH2 WT inh | Tb PFK inh | TCR act
COCCNC(=O)/C(C#N)=C/c1c(N2CC(C)OC(C)C2)nc2ccccn2c1=O (stereo not drawn) | -2% | 0% | 5% | 2 | 6 | -9 | 0% | -4 | -7% | -2%[46.1 µM]
COc1ccc(C2C(C#N)=C(N)Oc3n[nH]c(C)c32)cc1Cn1cc([N+](=O)[O-])cn1 (stereo not drawn) | 3% | -10% | -18% | -1 | -10 | -3 | 0% | -2 | -26% | 0%
Cc1cc(C)c(C#N)c(N2CCN(c3ccc(F)cc3)CC2)n1 | -1% | -5% | ? | 0 | -9 | 5 | -5% | 23 | -4% | 0%

Random excerpt: 2 compounds from above
SMILES | AT treatment | MLL CXXC-DNA inh | BCR signal inh | FBPA coupling cs | TSHR antagonist | Giardia killer | GALK inhibitor | KCNH2 WT inh | Tb PFK inh | TCR act
NNC(=O)Cc1csc(-c2ccccc2)n1 | -2% | -2% | 13% | 3 | 2 | 2 | -1% | 1 | 1% | -1%
Cc1cc(C)c(C#N)c(N2CCN(c3ccc(F)cc3)CC2)n1 | -1% | -5% | ? | 0 | -9 | 5 | -5% | 23 | -4% | 0%

Remaining list, next part.
SMILES | AT treatment | MLL CXXC-DNA inh | BCR signal inh | FBPA coupling cs | TSHR antagonist | Giardia killer | GALK inhibitor | KCNH2 WT inh | Tb PFK inh | TCR act
CSc1nnc2n(Cc3ccccc3)c(=O)c3c4c(sc3n12)COC(C(C)C)C4 (stereo not drawn) | -3% | -3% | ? | 1 | 1 | nt | 1% | nt | 1% | nt
COc1ccc(C(=O)NC(=S)Nc2ccc(CN3CCOCC3)cc2)cc1 | 3% | 62%[activator] | 1% | 1 | -3 | 8 | -3% | 27 | 2% | 3%
COc1ccc(-c2nnc(SCC(N)=O)n2N)cc1 | 1% | 7% | 4% | 3 | -3 | -1 | 3% | -7 | 1% | -2%
O=C(NCc1ccco1)/C(=C/c1ccccc1)NC(=O)c1ccco1 | -8% | 26% | 7% | 4 | -2 | -24 | -1% | -92* | 2% | -6%
N#CCn1cnc2sc(-c3ccccc3)cc2c1=O | -5% | ? | -13% | 2 | 10 | -1 | 5% | 3 | -6% | 0%
CCc1sc(C(=O)N2CCN(C(=O)c3ccccc3)CC2)cc1C | -9% | nt | 1% | nt | nt | 23 | nt | -5 | -2% | 0%
Nc1nnc(SCC(=O)c2ccc3ccccc3c2)s1 | -5% | 11% | ? | -1 | -4 | -18 | 1% | 4 | -2% | 3%
CC(=O)Nc1ccc(NC(=O)COc2ccc3c(c2)CCC3)cc1 | -1% | -1% | ? | 1 | -8 | 4 | 2% | 8 | -1% | 1%
O=C(COC(=O)Cc1cccc(C(F)(F)F)c1)Nc1ccc2[nH]c(=O)[nH]c2c1 | -3% | nt | 5% | nt | 1 | -1 | nt | -13 | -1% | 0%
Cc1c(C(=O)Nc2ccc(C(=O)Nc3ccccc3)cc2)cccc1[N+](=O)[O-] | -1% | 12% | 2% | 0 | -3 | -11 | 10% | -5 | 6% | 4%
CCC1CCCCN1c1nc(-c2ccncc2)nc2ccccc12 (stereo not drawn) | 4% | 9% | 6% | 6 | 93 | -8 | 1% | -1 | 5% | -4%
CCc1cccc(CC)c1NC(=O)c1ccc(-n2cncn2)nc1 | -1% | -2% | 3% | 0 | -1 | 2 | 1% | nt | -1% | -3%
